Source: PubChem BioAssay
Akt phos inh: inhibitors of Akt phosphorylation | Neuro2A IGF-stimulated pAkt S473 HTRF, 20 min; active compounds read low | AID 651550 | actives 0.32% (n = 360,000) | activity change, % for hits at 50 µM; in the data active = activity change below about -80%; inconclusive = mostly about -51% to -80%; also: % is scaled to controls: 0 for no effect and ±100 for the full control effect
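Neuro2A cells (4,500/well, DMEM with 0.5% FBS) were treated with compound at a single 50 µM final concentration, stimulated with 6 nM IGF for 20 min at 37 °C, and lysed. Phospho-Akt Ser473 was read by HTRF as 665/615 ratio ×10^4.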
MmCpn inh: M. maripaludis TRiC chaperonin inhibition; purified Mm-Cpn ATPase, ADP Transcreener TR-FRET; Potency, µM (top dose mostly 76.9 µM), for inactives: top-dose activity, negative = inhibition, hits mostly inhibitors; actives 0.031% (n = 330,000); also: potency is read from the fitted curve at half-maximal effect; % is scaled to controls: 0 for no effect and ±100 for the full control effect; nearly all actives have a fitted effect of over 80% in size
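TR-FRET (320 nm excitation; 590 and 665 nm emission) reports ADP made from 10 uM ATP by 25 nM enzyme; compounds were preincubated 10 min, reaction run 30 min, both at 37°C.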
Abeta rescue: A-beta toxicity reversal in yeast; yeast expressing A-beta42, growth rescue, OD600, 48 h; response scale: 0% DMSO, 100% iron-clioquinol control; Potency, µM (top dose mostly 46.1 µM), without a hit: at the highest dose growth rescue, hits mostly activators; actives 0.063% (n = 410,000); also: potency is read from the fitted curve at half-maximal effect; nearly all actives have a fitted effect of over 55% in size
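Yeast growth medium received pinned compounds, then yeast cells expressing toxic A-beta were added; plates incubated at 30 C for 48 hr. Growth read as absorbance at 600 nm, normalized to DMSO and equimolar FeCl3 plus clioquinol controls.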
HepG2 viability: kills HepG2 cells in TGF-b inhibitor counter-screen; HepG2 CAGA-GFP viability, ATP luminescence, 18 h; Potency, µM (doses to about 46.1 µM), for inactives: top-dose activity change, negative = cytotoxicity, hits mostly cytotoxic; actives 0.76% (n = 410,000); AID 588856; also: potency is read from the fitted curve at half-maximal effect; some results filed as inactive show a strong effect at the top dose
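CellTiter-Glo luminescence gave cytotoxicity after 18 hours at 37 degrees C. The cells were HepG2 CAGA-GFP in 1% FBS DMEM, stimulated with 500 pg/mL TGF-beta after compound addition. %Activity was normalised to no-cell wells (complete cell-killing) and DMSO (no toxicity), and curves were fitted and classified.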
CCT modulator: changes cytosolic chaperonin activity; actives 0.3% (n = 360,000); purified chaperonin ATPase assay, HTRF ADP detection, 30 min; activity change, % (test concentration not listed), hits read low; in the data active = activity change below about -30%; also: % is scaled to controls: 0 for no effect and ±100 for the full control effect
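Nucleotide hydrolysis assay: TRiC at 20–40 nM final (set by batch activity) with 10 uM ATP, 30 min at 37 °C, in presence of 76 uM compound. Detection by competitive ADP HTRF, 30 min ambient.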
Nrf2 block: Nrf2 pathway inhibition | Potency, µM (top dose mostly 46 µM), for inactives: at the top dose activity change, negative = inhibition, actives largely listed as inhibitors | actives 2.1% (n = 360,000) | A549 ARE-Fluc reporter, luciferase luminescence, 18-24 h; also: potency is read from the fitted curve at half-maximal effect; % is scaled to controls: 0 for no effect and ±100 for the full control effect; nearly all actives have a fitted effect of over 60% in size
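Quantitative HTS in A549 cells stably bearing an antioxidant response element-firefly luciferase construct. Inhibition of Nrf2-driven transcription was scored by luminescence after 18-24 h of compound exposure at 37 °C.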
A549 viability: kills or reduces viability of A549 cells in Nrf2 counter-screen; actives 0.16% (n = 390,000); Potency, µM (top dose mostly 46 µM), for inactives: top-dose activity change, negative = cytotoxicity, usual class: inhibitors; AID 504648; A549 ARE-Fluc cells, CellTiter-Fluor viability, 18-24 h; also: potency is read from the fitted curve at half-maximal effect; % is scaled to controls: 0 for no effect and ±100 for the full control effect
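A549 ARE_Fluc cells in 5% FBS OPTI-MEM were exposed to compounds in concentration-response for 18-24 h at 37 deg C. Viability was read by CellTiter-Fluor fluorescence (Ex 405/Em 525) after 30 min, before the luciferase read.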
Nrf2 activator: activators of Nrf2 (ARE) signaling; AREc32 ARE-luciferase reporter (MCF7-derived line), luminescence, 24 h; actives 0.31% (n = 410,000); Potency, µM (doses to about 46.1 µM), inactives show at the top dose activation, most hits filed as activators; AID 624171; also: potency is read from the fitted curve at half-maximal effect; % of control where 0% means no effect; nearly all actives have a fitted effect of over 65% in size
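AREc32 cells carrying an ARE-driven firefly luciferase reporter were seeded at 1000 cells/well in OPTI-MEM with 5% FBS, then exposed to compound for 24 hr at 37 deg C. Luminescence was read with Steady-Glo after 30 min at RT.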
TGFb SMAD3 inh: inhibitors of TGF-b signaling; AID 588855; HepG2 CAGA-GFP TGF-b/SMAD3 reporter, GFP fluorescence, 18 h; TGF-beta stimulated, 500 pg/mL final; Potency, µM (top dose mostly 46.1 µM), without a hit: at the top dose activity, negative = inhibition, usual class: inhibitors; actives 1.2% (n = 410,000); also: potency is read from the fitted curve at half-maximal effect; % is scaled to controls: 0 for no effect and ±100 for the full control effect; nearly all actives have a fitted effect of over 65% in size
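Read-out: total well GFP (ex488/em500-530) summed from mean per-cell fluorescence. Cells: HEPG2 CAGA-GFP, 1% FBS DMEM, 18 h at 37 degrees C with 500 pg/mL final TGF-beta. Unstimulated wells served as the full-inhibition control; stimulated DMSO wells = 0%.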
* marks the source's active call; other numbers are inactive results; i = inactive; ? = inconclusive; · = not tested or not shown; & = joins results of further samples; [ ] = dose if it differs, or a comment. Unless noted, calls follow the shape of the dose curve; as a rule, active = well fitted curve in the direction sought with a large enough effect; inconclusive = small, poorly fitted or top-dose-only effect, or another doubt; inactive = no such curve, though single readings can be large; an effect the other way counts as inactive or inconclusive.

The line under a structure holds: Abeta rescue, A549 viability, Nrf2 activator, Akt phos inh, Nrf2 block, MmCpn inh, HepG2 viability, TGFb SMAD3 inh, CCT modulator
- CCCCC[n+]1ccn(C2=C([O-])c3ccccc3C(=O)/C2=N\S(=O)(=O)c2ccccc2)c1
  16.3%, ?, -1.6%, i, ?, -0.6%, 6.31µM*, ?, -1.5
- COC(=O)c1ccccc1-c1c2ccc(=N)cc-2oc2cc(N)ccc12
  -8.8%, -11.2%, -0.7%, i, 1.16µM*, ?, -27.3%, -97.4%, 1.6
- Cc1ccc(C(=O)N2CCN(c3cccc(Cl)c3)CC2)cc1-n1c(C)nc2cccnc21
  -12.3%, 5.3%, 2.5%, ·, -9.0%, ·, -43.3%, -22.8%, ·
- Cc1ccc(-c2nnc(SCc3nc(N)nc(Nc4ccccc4C)n3)n2N)cc1
  -0.8%, 2.6%, 3.4%, i, ?, 0.7%, 0.0%, ?, -2.0
- O=[N+]([O-])c1ccc(N(c2ccccc2)c2ccccc2)cc1
  26.5%, ?, -0.5%, i, -24.7%, -10.6%, -42.5%, -6.6%, -1.3
- Cc1cc(C)n(CC(=O)NNC(=O)c2ccc(OC(F)(F)F)cc2)n1
  -3.0%, 0.5%, 7.0%, i, -12.0%, -1.4%, -9.8%, 2.8%, -0.5
- Cc1cc(C)cc(OCC(=O)Nc2ccc(N3CCN(C(=O)c4ccco4)CC3)cc2)c1
  2.7%, 0.8%, 0.2%, i, ?, 1.1%, -25.6%, ?, 1.1
- NS(=O)(=O)c1ccc(NC(=S)N2CCN(c3ccc(Cl)c(Cl)c3)CC2)cc1
  0.0%, -8.9%, 1.0%, i, ?, 1.4%, -40.2%, ?, 1.6
- CCOC(Cn1c(-c2ccc(OC)cc2)nc2ccccc21)OCC
  20.1%, -11.9%, -0.4%, i, -11.3%, -0.2%, -63.4%, -0.3%, -0.4
- Cn1c(=O)c(S(=O)C2CCCCC2)c(O)c2ccccc21 (stereo not given)
  -19.8%, ?, -0.4%, i, 7.3%, ·, -12.2%, -22.6%, -0.7
- Cc1ccc(-n2nc(C)c3c(C(=O)NCCc4ccc(S(N)(=O)=O)cc4)cc(C)nc32)cc1
  -14.0%, 5.0%, 4.7%, ·, ?, ·, -6.6%, -25.9%, ·
- CC1CCCC(C)N1c1nnc(NC(=O)c2cc(-c3ccc(Br)cc3)on2)s1 (stereo not given)
  -9.5%, 0.1%, -0.6%, i, -24.1%, -1.0%, -27.2%, -7.6%, -1.4
- COc1ccccc1N1CCN(C(=O)c2ccc(Cl)c(S(=O)(=O)N3CCCC3)c2)CC1
  24.5%, -2.3%, 3.0%, i, ?, -0.6%, -18.2%, ?, -2.9
- Cc1cc(NC(=O)c2cc(C)on2)n(-c2ccccc2)n1
  -13.4%, 3.6%, 0.2%, i, -9.7%, 1.5%, 5.7%, ?, -1.9
- CC(O)(c1cccnc1)c1nc(-c2ccc(S(C)(=O)=O)cc2)cs1 (stereo not given)
  -4.6%, ·, 3.7%, i, ·, ·, -19.3%, -3.8%, -0.2
- Nc1cc(C(=O)OCC(=O)N2CCCC2=O)ccc1Cl
  20.4%, -2.7%, 1.6%, i, 0.3%, 0.5%, 0.5%, 3.6%, 2.1
- O=C(O)c1ccc(N/N=C2/CCCc3ccccc32)cc1
  12.2%, 9.5%, 3.9%, i, ?, -1.2%, -5.5%, 2.4%, -19.6
- O=C(CN(Cc1ccc(Cl)cc1)C(=O)c1csnn1)NCc1ccccc1
  -12.9%, -0.3%, -0.2%, i, -2.7%, 1.3%, 2.9%, -0.2%, -2.6
- C[C@@H]1CN([C@@H](C)CO)C(=O)CCCn2nncc2CO[C@H]1CN(C)Cc1ccc2cccnc2c1
  0.2%, ·, -0.1%, i, ·, ·, 0.6%, -0.6%, -7.9
- CCCn1c(SCc2nc(-c3ccc(OC)cc3OC)no2)nnc1-c1ccc(Cl)cc1
  0.0%, -4.0%, 0.1%, ·, ?, ·, -2.2%, ?, ·
- Cc1cc(C)c(C#N)c(SCc2ccc(F)cc2)n1
  -7.1%, 0.1%, 7.0%, i, -11.3%, -0.8%, -2.6%, ?, -0.9
- CCC1CCCCN1CC(=O)Nc1cc(C)c2c(=O)oc3ccccc3c2n1 (stereo not given)
  -2.9%, -0.8%, 6.5%, ·, 13.5%, ·, -4.6%, 5.2%, ·
- Cc1cc(C)n(CC2CC(=O)N(c3ccc(Cl)cc3)C2=O)n1 (stereo not given)
  13.1%, -1.4%, 2.3%, i, 0.8%, 1.2%, 13.0%, -1.1%, -1.2
- Cc1ccc(-c2nnc(SCC(N)=O)nc2-c2ccc(C)cc2)cc1
  -0.7%, -12.9%, -0.4%, i, ?, -0.1%, -20.3%, 3.8%, -0.3
- CCOC(=O)CN(C(=O)COc1nc(C)cc(C)c1C#N)c1cccc(Cl)c1
  0.0%, 3.3%, -0.2%, i, -14.3%, 3.6%, 37.0%, 10.7%, -2.8
- O=C(O)c1ccc(N=Nc2c(O)ccc3ncccc23)cc1
  -26.8%, ?, 0.1%, i, ?, -5.7%, -5.8%, -1.4%, -0.1
- CCOc1ccccc1NC(=O)C1CCN(S(=O)(=O)c2c(C)noc2C)CC1
  10.6%, 10.6%, -0.7%, i, 13.7%, -0.2%, -21.0%, -4.4%, 0.6
- COC(=O)CCNc1n[nH]c(=O)[nH]c1=O
  0.5%, 3.9%, 0.0%, i, -16.0%, -2.1%, 0.2%, 2.0%, 0.3
- CCCS(=O)(=O)c1c(S(=O)(=O)CCC)c2c3ccccc3ccn2c1C(=O)OC
  -14.0%, -7.5%, 1.3%, i, ?, -1.0%, 5.8%, -9.3%, 1.2
- Cc1ccc2c(c1)N(C(=O)CCC(=O)N1CCOCC1)CC(C)O2 (stereo not given)
  1.7%, 4.1%, -0.6%, i, 12.7%, -1.2%, -0.9%, -4.5%, -0.3
- CC1CN(Cc2nc3c(c(=O)n(C)c(=O)n3C)n2CCCc2ccccc2)CC(C)O1 (stereo not given)
  -8.4%, 9.3%, -0.2%, i, ·, ·, 8.6%, -4.7%, 3.7
- O=C(COc1ccccc1)NCCc1nc2ccccc2[nH]1
  -2.4%, 10.4%, 0.0%, i, ?, 0.3%, -5.9%, 2.2%, 0.0
- O=c1[nH]nc(CNc2cccc(C(F)(F)F)c2)c2ccccc12
  5.3%, 0.0%, 3.0%, i, 13µM*, 0.1%, -29.6%, -19.6%, 0.3
- CC(C)c1onc(C(=O)Nc2cccc(Cl)c2)c1[N+](=O)[O-]
  -0.1%, 1.3%, 12.8%, i, 13.1%, -2.1%, -19.4%, -18.5%, 0.0
- COc1cccc(OCC(=O)O/N=C(\N)c2ccncc2)c1
  -15.0%, 2.2%, 3.3%, i, ?, -0.9%, -9.0%, 4.8%, 0.4
- CCC(=O)Nc1nc2ccc(NC(C)=O)cc2s1
  6.0%, 2.0%, -0.3%, i, ?, -0.9%, 3.2%, -26.0%, 0.7
- Cc1ccc2c(c1)N(C(=O)CCC(=O)Nc1ccccc1Cl)CC(C)O2 (stereo not given)
  -1.6%&0.4%, -8.9%&2.9%, 1.0%&0.7%, i, ?, 0.6%, -20.4%&-10.5%, -5.5%&2.4%, -1.0
- COCCNC(=O)C(=O)NCC(c1cccnc1)N1CCN(c2ccccc2OC)CC1 (stereo not given)
  -9.4%, -23.0%, 3.1%, ·, ?, ·, 12.1%, 1.2%, ·
- COc1cccc(NC(=O)C2CCN(S(=O)(=O)c3c(C)noc3C)CC2)c1
  -1.6%, 0.0%, -0.8%, ·, -0.7%, ·, 0.2%, 3.4%, ·
- O=S(=O)(Nc1ccc(S(=O)(=O)N2CCOCC2)cc1)c1ccc(Br)cc1
  -9.2%, 3.1%, -0.8%, i, -4.4%, -2.5%, 13.9%, 14.4%, 1.0
- COCCNC(=O)C1(C)CCCN(Cc2ccc(OCc3ccccc3)cc2)C1 (stereo not given)
  15.0%, ·, -0.4%[9.22 µM], i, ·, ·, -56.5%, ?, 0.0
- Cc1cc(=O)[nH]c(SCc2nc3ncccn3c2Br)n1
  6.8%, -9.4%, 24.1%, i, 16.6%, 1.2%, 2.8%, -0.4%, 1.3
- N#Cc1c(-c2ccco2)cc(C2CC2)nc1SCC(=O)c1ccccc1
  -2.5%, 0.1%, 23.6%, i, -3.9%, 1.2%, -4.5%, -10.2%, 2.8
- COC(=O)c1ccccc1NC(=O)CN1CCC(NC(=O)c2ccccc2C)CC1
  -1.6%, -7.3%, 0.3%, i, 1.8%, 0.3%, -15.2%, 12.9%, -0.5
- CC(=O)NCC(=O)OCC(=O)c1ccc2ccccc2c1
  -27.5%, -2.0%, -0.7%, i, 15.9%, -6.2%, 1.0%, -1.2%, 1.6
- CCN(CC)S(=O)(=O)c1ccc2[nH]cc(C(=O)NCCN3CCCCC3C)c(=O)c2c1 (stereo not given)
  -40.4%[inhibitor], 1.6%, 0.0%, i, -0.1%, 1.1%, 12.1%, 6.6%, 1.1
- N#Cc1ccc(COC(=O)c2ccc3c(=O)[nH]c(CN4CCOCC4)nc3c2)cc1
  10.8%, 0.6%, 0.4%, ·, 0.6%, -0.4%, -23.9%, 18.2%, -3.4
- CCOC(=O)C1(Cc2cccc(OC)c2)CCCN(CCO)C1 (stereo not given)
  3.2%, 1.2%, -0.8%, i, -14.9%, -1.1%, -26.2%, -13.2%, -0.7

Rows were taken by chance; about 4.3% have a hit in one of these screens.
